# High-throughput results deposited in PubChem BioAssay by several laboratories.
# cardiac RTF act – cardiac RTF calcium sensitization. P19429+P45379. 340,000 tested, 0.24% active. activation, % at 7.2 µM. IANBD-labeled TnC RTF fluorescence at EC20 calcium; 0% EC20 calcium, 100% full calcium. AID 493008;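 active = activation above the mean over all tested compounds plus 3 SD, cut at about 30% in these data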;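 note: rise in fluorescence read as greater calcium sensitivity of cardiac thin filaments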
# Keap1-Nrf2 PPI – Keap1-Nrf2 (human) interaction inhibition | inhibition, % at 9.4 µM | 340,000 tested, 0.15% active | Q14145 | Keap1 Kelch-Nrf2 peptide fluorescence polarization, 1536-well; in the data active = inhibition above about 12%;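 note: human Keap1 Kelch domain with fluorescein labeled Nrf2 9mer peptide probe; 0% = neutral control wells and 100% = peptide positive control; higher means more block of Keap1 binding to Nrf2 peptide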
# Pemphigus Ab inh – blocks pemphigus antibody binding to human desmoglein-3; DSG3-coupled beads, scFv-anti-DSG3-GFP binding, flow cytometry; hits give low values; binding (percent of control), % at 10 µM; 310,000 tested, 0.48% active;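 active = binding more than 3 SD below its plate's average and above zero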;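 note: hits lower antibody fragment binding to DSG3; some compounds called inactive have numbers as strong as hits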
# Target sequence (P32926 whole entry, looked up, the tested form may be a part): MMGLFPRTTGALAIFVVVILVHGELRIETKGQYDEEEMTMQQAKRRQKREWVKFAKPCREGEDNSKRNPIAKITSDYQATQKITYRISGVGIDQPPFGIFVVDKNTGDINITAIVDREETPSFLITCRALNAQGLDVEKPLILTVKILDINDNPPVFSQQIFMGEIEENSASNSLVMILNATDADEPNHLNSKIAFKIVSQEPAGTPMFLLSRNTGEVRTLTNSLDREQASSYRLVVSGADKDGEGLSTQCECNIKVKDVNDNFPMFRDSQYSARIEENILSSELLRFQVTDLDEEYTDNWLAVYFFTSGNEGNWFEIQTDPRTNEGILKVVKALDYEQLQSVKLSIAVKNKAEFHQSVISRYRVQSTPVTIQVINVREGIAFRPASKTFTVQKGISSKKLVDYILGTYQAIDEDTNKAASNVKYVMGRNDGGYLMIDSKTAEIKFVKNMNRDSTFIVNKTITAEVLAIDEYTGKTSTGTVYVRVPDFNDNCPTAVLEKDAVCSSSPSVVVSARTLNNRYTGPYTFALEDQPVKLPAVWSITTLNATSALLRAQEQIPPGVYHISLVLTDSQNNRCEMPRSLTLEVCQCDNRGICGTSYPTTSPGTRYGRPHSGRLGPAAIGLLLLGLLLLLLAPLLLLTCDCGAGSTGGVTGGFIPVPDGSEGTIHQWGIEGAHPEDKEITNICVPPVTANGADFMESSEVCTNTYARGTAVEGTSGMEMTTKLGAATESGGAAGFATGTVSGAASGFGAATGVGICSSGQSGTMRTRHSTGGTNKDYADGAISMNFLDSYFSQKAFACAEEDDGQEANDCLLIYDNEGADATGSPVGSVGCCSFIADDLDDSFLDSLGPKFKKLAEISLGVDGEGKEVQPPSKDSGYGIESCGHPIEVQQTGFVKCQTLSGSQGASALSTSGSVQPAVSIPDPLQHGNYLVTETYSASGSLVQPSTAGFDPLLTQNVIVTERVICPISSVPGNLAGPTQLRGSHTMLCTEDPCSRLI
# Wnt act – Wnt/beta-catenin pathway activation; Wnt/beta-catenin reporter cell assay, activator, plate reader; activation, % at 9.35 µM; 300,000 tested, 1.2% active; AID 743398; in the data active = activation above about 30%, passing the limit was not always enough;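 note: 0% = neutral control wells and 100% = positive control wells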
# MOR-DOR inv ag – inverse agonists of human mu-delta opioid receptor heterodimerization; P35372+P41143; cell-based MOR-DOR heterodimer luminescence, inverse agonism; inhibition, % at 9.3 µM; 340,000 tested, 0.21% active; AID 504357; in the data active = inhibition above about 22%, passing the limit was not always enough;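 note: 0% = cells with DMSO and 100% = wells without cells with DMSO; values of inactives mirror those of a sister screen read the other way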
# C-LANA FP – blocks KSHV LANA C-terminal domain binding to DNA; MBP-C-LANA/FAM-LBS DNA binding, fluorescence polarization; inhibition, % at 9 µM; 340,000 tested, 0.078% active; AID 504423;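 active = highest replicate inhibition at or above 60% at 9 µM, even if other replicates fall short; inactive = all replicates below 60% inhibition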;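 note: 0% = neutral control wells and 100% = 4 µM acridine orange control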
# MOR-DOR ag – agonists of human mu-delta opioid receptor heterodimerization; P35372+P41143; activation, % at 9.3 µM; 340,000 tested, 0.3% active; cells, OPRM1-OPRD1 heterodimerization, luminescence; in the data active = activation above about 18%;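 note: 0% = vehicle-treated cells and 100% = reference agonist; values of inactives mirror those of a sister screen read the other way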
# V-ATPase pH – regulators of yeast V-ATPase proton transport | S. cerevisiae, pHLuorin cytosolic pH fluorescence | response, % at 10 µM | 350,000 tested, 0.37% active; in the data active = response mostly above about 7.3%, no sharp cut-off; inactive = mostly below about 5.4%; note: actives read high; inactives centre near 0; some compounds called inactive have numbers as strong as hits; reference of the scale not given here
# RTF Ca sens inh – cardiac RTF calcium desensitization; inhibition, % at 7.15 µM; 340,000 tested, 0.12% active; IANBD-labeled cardiac RTF, Ca2+ fluorescence; P19429+P45379;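 active = inhibition above the mean inhibition of all tested compounds plus 3 SD, cut at about 17% in these data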;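 note: assay run at fixed EC70 calcium of 1.6 mM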
# Arrestin-AP2 inh – inhibitors of human beta-arrestin and AP2 interaction; FITC-arrestin peptide / GST-AP2 beads, flow cytometry; AP2 beta2 appendage carries R879A mutation; inhibition, % at 10 µM; 340,000 tested, 0.31% active;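 active = inhibition above a set limit, near 3 SD of compounds lacking own fluorescence, cut at about 54% in these data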;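 note: plate controls were DMSO wells for no effect and 5 µM unlabelled arrestin peptide for full effect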
#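 test system = AP2 appendage R879A on GSH beads | buffer or medium = PBS plus Tween 20 (0.05%) and BSA (0.1%) | incubation = 12 min plus 1 h, RT | detection = bead flow cytometry, FITC channel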
# The depositor's hits bear a star; · = not tested or not shown.
# Short keys: A = cardiac RTF act; B = Keap1-Nrf2 PPI; C = Pemphigus Ab inh; D = Wnt act; E = MOR-DOR inv ag; F = C-LANA FP; G = MOR-DOR ag; H = V-ATPase pH; I = RTF Ca sens inh; J = Arrestin-AP2 inh
> COc1ccc(NC(=O)C(CC(C)C)NS(=O)(=O)c2ccc3c(c2)CCN3C(C)=O)cc1OC (stereo not drawn)
  A = 2 | B = -1 | C = 101 | D = -6 | E = 15 | F = 1.6 | G = -2.5 | H = -2 | I = -13 | J = 3
> C=CCN1C=C2C(=O)C(C)(OC(=O)c3cnc4ccccc4n3)C(=O)C=C2C=C1/C=C/COC (stereo not drawn)
  A = -2 | B = 4 | C = 99 | D = 2 | E = 1 | F = 5.3 | G = -0.2 | H = 3 | I = -3 | J = 12
> Cc1cc2c(cc(C(=O)O)n2C)s1
  A = 6 | B = -3 | C = 100 | D = · | E = 7 | F = 1.8 | G = -1.2 | H = 2 | I = -7 | J = 12
> CCOC(=O)Cc1csc(NC(=O)c2sc3nc4c(C)cc(C)cc4cc3c2N)n1
  A = 12 | B = -3 | C = 114 | D = · | E = -27 | F = 3.6 | G = 4.7 | H = -3 | I = -30 | J = -2
> COc1ccc(-c2ccccc2NC(=O)C2CCCN(Cc3ccc(C)o3)C2)cc1 (stereo not drawn)
  A = -5 | B = -1 | C = · | D = -1 | E = 6 | F = 0.8 | G = -1.1 | H = 3 | I = -2 | J = -2
> Cc1cccc(OCC(=O)NCC(=O)N/N=C/c2ccc([N+](=O)[O-])cc2)c1
  A = -2 | B = 2 | C = 111 | D = 5 | E = -19 | F = 1.3 | G = 2.6 | H = -2 | I = -6 | J = 4
> CCOc1ccc(OCCNC(=O)c2oc3ccccc3c2COC)cc1
  A = 2 | B = -4 | C = 101 | D = 2 | E = -5 | F = -0.5 | G = 1.4 | H = 0 | I = 2 | J = 20
> CCN(CC)S(=O)(=O)c1cc(NC(=O)C(CC(C)C)NC(N)=O)ccc1C (stereo not drawn)
  A = 0 | B = -2 | C = 116 | D = 13 | E = 8 | F = 0.5 | G = -1.7 | H = 0 | I = -9 | J = 2
> COC(=O)c1ccccc1S(=O)(=O)N(CCCO)Cc1cc2c(C)ccc(C)c2[nH]c1=O
  A = 3 | B = -3 | C = 100 | D = -1 | E = 3 | F = 2.4 | G = -0.6 | H = -2 | I = 12 | J = 2
> CCC(=O)OCCNc1nc(-c2ccccc2)nc2ccccc12
  A = 8 | B = -1 | C = · | D = -2 | E = -4 | F = -1.1 | G = 0.7 | H = 4 | I = -10 | J = 15
> COc1ccc2sc3c(=O)[nH]c4ccccc4c3c2c1
  A = -1 | B = -1 | C = 85 | D = · | E = -14 | F = 3.4 | G = 2.8 | H = -8 | I = -7 | J = 16
> CC(C)c1ccc(NC(=O)C2CC3CCC2C3)cc1 (stereo not drawn)
  A = 0 | B = -8 | C = 112 | D = 11 | E = -34 | F = 2.9 | G = 6.2 | H = 0 | I = 3 | J = -8
> CC(C)Cc1nnc(NC(=O)CCC(=O)N2CCN(c3ccccc3F)CC2)s1
  A = 0 | B = -2 | C = 95 | D = -2 | E = 24 | F = 0.4 | G = -4.4 | H = 0 | I = 3 | J = -2
> COCCOCCn1c(/C=C/c2ccccc2)nc2ccccc21
  A = 1 | B = -5 | C = 98 | D = 12 | E = 14 | F = 0.6 | G = -2.8 | H = 1 | I = -3 | J = -3
> O=C(NC(=S)Nc1cccc2[nH]ncc12)c1ccccc1
  A = 3 | B = -4 | C = 105 | D = 21 | E = 19 | F = 1.0 | G = -4.1 | H = 6 | I = -2 | J = -4
> CCN(CC)S(=O)(=O)c1ccc(NC(=O)c2ccc(OCC3CCCO3)cc2)cc1 (stereo not drawn)
  A = -2 | B = -3 | C = · | D = -12 | E = 8 | F = -2.3 | G = -1.9 | H = -3 | I = -2 | J = 23
> Cc1nnc(SCC(=O)Nc2ncc(S(=O)(=O)c3ccc([N+](=O)[O-])cc3)s2)s1
  A = 2 | B = 2 | C = 12 | D = · | E = -18 | F = -6.9 | G = 3.5 | H = 2 | I = -4 | J = 40
> Cc1cccc(C)c1NC(=S)NCCSc1ccc(Cl)cc1
  A = -2 | B = 0 | C = · | D = -3 | E = -2 | F = 1.4 | G = 0.3 | H = 6 | I = 2 | J = 32
> CC1CCCC(NC(=O)CN2CCN(S(=O)(=O)c3cccs3)CC2)C1C (stereo not drawn)
  A = 1 | B = -6 | C = 98 | D = -1 | E = 0 | F = 0.0 | G = -0.1 | H = -3 | I = 1 | J = -16
> COc1ccc([N+](=O)[O-])cc1NC(=O)Cc1noc2ccccc12
  A = 7 | B = -5 | C = 115 | D = -2 | E = 5 | F = -0.1 | G = -1.0 | H = 2 | I = -9 | J = 13
> N#Cc1c(F)cccc1N1CCN(Cc2ccc3c(c2)OCO3)CC1
  A = -5 | B = 3 | C = 112 | D = 0 | E = -2 | F = -0.4 | G = 0.2 | H = 0 | I = 18* | J = 12
> COc1cccc(C(=O)OCC(=O)c2ccc(S(=O)(=O)N3CCCCC3)cc2)c1OC
  A = -1 | B = -7 | C = 100 | D = -4 | E = 30* | F = -1.5 | G = -4.7 | H = 1 | I = -14 | J = -16
> COc1ccc(NC(=O)/C=C/c2ccccc2)c([N+](=O)[O-])c1
  A = 0 | B = -3 | C = 102 | D = · | E = -12 | F = -0.2 | G = 2.6 | H = 5 | I = 3 | J = 5
> COc1ccc(CCNC(=O)c2noc3c2CCCC3)cc1OC
  A = 3 | B = -1 | C = 105 | D = · | E = -9 | F = -2.1 | G = 1.6 | H = -3 | I = -1 | J = -2
> CC(=O)OCC(=O)C1(O)CCC2C3CC(C)C4=CC(=O)C=CC4(C)C3=CCC21C (stereo not drawn)
  A = -3 | B = 1 | C = 116 | D = -3 | E = 13 | F = -0.4 | G = -2.6 | H = 1 | I = -6 | J = -20
> CC(=O)N1CCC(N(CCN2CCOCC2)C(=S)Nc2ccc(C)cc2)CC1
  A = 4 | B = -2 | C = 91 | D = 1 | E = 4 | F = 1.2 | G = -0.7 | H = 7 | I = -7 | J = -10
> Cn1cc(CN(Cc2ccccc2)C[C@@H]2CCC(=O)N2)c(-c2ccccc2F)n1
  A = -7 | B = 4 | C = 100 | D = -1 | E = 12 | F = 0.1 | G = -2.4 | H = -2 | I = -4 | J = 3

# An excerpt of the results above, as a working copy:
# Short keys: A = cardiac RTF act; B = Keap1-Nrf2 PPI; C = Pemphigus Ab inh; D = Wnt act; E = MOR-DOR inv ag; F = C-LANA FP; G = MOR-DOR ag; H = V-ATPase pH; I = RTF Ca sens inh; J = Arrestin-AP2 inh
> CC1CCCC(NC(=O)CN2CCN(S(=O)(=O)c3cccs3)CC2)C1C (stereo not drawn)
  A = 1 | B = -6 | C = 98 | D = -1 | E = 0 | F = 0.0 | G = -0.1 | H = -3 | I = 1 | J = -16
> COc1ccc([N+](=O)[O-])cc1NC(=O)Cc1noc2ccccc12
  A = 7 | B = -5 | C = 115 | D = -2 | E = 5 | F = -0.1 | G = -1.0 | H = 2 | I = -9 | J = 13
> N#Cc1c(F)cccc1N1CCN(Cc2ccc3c(c2)OCO3)CC1
  A = -5 | B = 3 | C = 112 | D = 0 | E = -2 | F = -0.4 | G = 0.2 | H = 0 | I = 18* | J = 12
> COc1cccc(C(=O)OCC(=O)c2ccc(S(=O)(=O)N3CCCCC3)cc2)c1OC
  A = -1 | B = -7 | C = 100 | D = -4 | E = 30* | F = -1.5 | G = -4.7 | H = 1 | I = -14 | J = -16
> COc1ccc(NC(=O)/C=C/c2ccccc2)c([N+](=O)[O-])c1
  A = 0 | B = -3 | C = 102 | D = · | E = -12 | F = -0.2 | G = 2.6 | H = 5 | I = 3 | J = 5
> COc1ccc(CCNC(=O)c2noc3c2CCCC3)cc1OC
  A = 3 | B = -1 | C = 105 | D = · | E = -9 | F = -2.1 | G = 1.6 | H = -3 | I = -1 | J = -2
> CC(=O)OCC(=O)C1(O)CCC2C3CC(C)C4=CC(=O)C=CC4(C)C3=CCC21C (stereo not drawn)
  A = -3 | B = 1 | C = 116 | D = -3 | E = 13 | F = -0.4 | G = -2.6 | H = 1 | I = -6 | J = -20
> CC(=O)N1CCC(N(CCN2CCOCC2)C(=S)Nc2ccc(C)cc2)CC1
  A = 4 | B = -2 | C = 91 | D = 1 | E = 4 | F = 1.2 | G = -0.7 | H = 7 | I = -7 | J = -10
